# TAG inh: reduces triacylglycerol accumulation in H9c2 cells | Nile Red lipid (TAG) fluorescence; cells loaded with 200 µM oleic acid | inhibition, % at 12.5 µM | 230,000 tested, 0.66% active | AID 651582;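 active = pattern-corrected inhibition of lipid staining of at least 50% with the nuclear-stain viability signal not falling by more than 50%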;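 note: 0% = DMSO wells and 100% = triacsin C control wells; some results filed as inactive read as strong as hits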
# TAG inh DAPI viability: recorded beside TAG inh, whose call it bears; DAPI nuclei signal change (viability), lower = more cytotoxic, %;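 whole-well DAPI fluorescence read on a plate reader as a viability signal; minus 50 percent equals half of cells still viable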
# Active calls of the source: *. This is a subset; the hit share may differ from the screen's.
(1) CC(C)(C)C1CCC(OCC(O)CN2CCN(c3ccccn3)CC2)CC1 (stereo not given)
(2) COc1cccc(-c2noc(-c3cccnc3)n2)c1
(3) CC(=O)Nc1cc(-c2cccc(NS(C)(=O)=O)c2)cn2c(-c3cccc(C(F)(F)F)c3)cnc12
(4) COC(=O)c1ccc(NC(=S)N2CCN(Cc3ccccc3)CC2)cc1
(5) O=C(c1cnn2ccccc12)N1CCCc2ccccc21
(6) Cc1ccc(CNC(=O)C2CC(=O)N(CCC(C)C)C2)cc1 (stereo not given)
Assay by compound | 1 | 2 | 3 | 4 | 5 | 6
TAG inh | -7 | 39 | 6 | -3 | 7 | 7
TAG inh DAPI viability | -1 | -6 | -3 | -6 | 9 | -4

(7) CC(CC(C)C(=O)Nc1ccccc1C(C)(C)C)C(=O)O (stereo not given)
(8) CCc1ccc(C(O)c2ncc(-c3ccccc3F)[nH]2)cc1 (stereo not given)
(9) C[C@H]1CN([C@@H](C)CO)S(=O)(=O)c2ccc(Br)cc2O[C@@H]1CN(C)C(=O)C1CCOCC1
(10) Cc1ccc(C(=O)CSc2nnnn2Cc2ccccc2)cc1C
(11) Cc1nc2ncnn2c(C)c1C/C=C/c1ccccc1
(12) O=C(CN1CCCCCC1)NN(Cc1ccccc1)c1ccccc1
Assay by compound | 7 | 8 | 9 | 10 | 11 | 12
TAG inh | -6 | -2 | -16 | 2 | 5 | 1
TAG inh DAPI viability | 4 | 7 | 1 | -5 | 5 | -3

(13) Cc1ccccc1OCC(=O)NNC(=O)Nc1ccc(Cl)cc1
(14) Clc1ccc(CO/N=C/c2cccs2)cc1
(15) NCCN1CCN(CCN)CC1
(16) CN(CC(=O)Nc1ccccc1Br)C(=O)c1cccc(S(=O)(=O)N2CCc3ccccc32)c1
(17) CC1=C(C(=O)N2CCOCC2)CC(CC(=O)NC(c2ccccc2)c2ccccc2)C(=O)N1Cc1ccc(F)cc1 (stereo not given)
(18) C=CCn1c(-c2cc3c(s2)CCC(CC)C3)n[nH]c1=S (stereo not given)
Assay by compound | 13 | 14 | 15 | 16 | 17 | 18
TAG inh | -11 | 1 | -14 | 1 | 21 | 4
TAG inh DAPI viability | -7 | -6 | 4 | -10 | -21 | 2

(19) COc1ccccc1C(=O)OCc1c(-c2ccccc2)ncc2ccccc12
(20) O=C(O)CCC(=O)Nc1ccccc1C(=O)N1CCN(c2ccc(Cl)cc2)CC1
(21) COc1cccc(NC(=O)CN(C)C(=O)CN2C(=O)NC(C)(c3ccc(C)cc3)C2=O)c1 (stereo not given)
(22) O=C(OCc1cc(=O)n2ccsc2n1)c1ccc(O)cc1O
(23) CCOC(=O)N1CCN(C(=O)Cc2ccc(Cl)cc2)CC1
(24) CCN(CC(=O)Nc1ccc(Cl)c(S(=O)(=O)N(C)C)c1)Cc1nc2ccccc2c(=O)[nH]1
Assay by compound | 19 | 20 | 21 | 22 | 23 | 24
TAG inh | 119 | -3 | -7 | 1 | -6 | -5
TAG inh DAPI viability | -109 | -6 | -7 | 11 | 4 | 1

# Random excerpt: six compounds from above.
(11) Cc1nc2ncnn2c(C)c1C/C=C/c1ccccc1
(16) CN(CC(=O)Nc1ccccc1Br)C(=O)c1cccc(S(=O)(=O)N2CCc3ccccc32)c1
(20) O=C(O)CCC(=O)Nc1ccccc1C(=O)N1CCN(c2ccc(Cl)cc2)CC1
(23) CCOC(=O)N1CCN(C(=O)Cc2ccc(Cl)cc2)CC1
(14) Clc1ccc(CO/N=C/c2cccs2)cc1
(24) CCN(CC(=O)Nc1ccc(Cl)c(S(=O)(=O)N(C)C)c1)Cc1nc2ccccc2c(=O)[nH]1
Assay by compound | 11 | 16 | 20 | 23 | 14 | 24
TAG inh | 5 | 1 | -3 | -6 | 1 | -5
TAG inh DAPI viability | 5 | -10 | -6 | 4 | -6 | 1

# Screening results as filed in PubChem.
